CHO parental Ca = ATP-evoked calcium signal inhibitors, parental CHO, primary screen, counter-screen for OX1R antagonist project, cell-based, fluorescence, Fluo-8 calcium dye. parental CHO-K1, ATP-induced calcium, Fluo-8 fluorescence. inhibition, % at 5.6 µM. 0.63% of 330,000 active. AID 463079, 2010;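 active = inhibition above that plate's mean sample inhibition plus 3 SD, cut at about 26% in these data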;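 also: 0% = ATP-challenged DMSO wells and 100% = DMSO wells without ATP; some compounds past the cut are filed as inactive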
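Assay system – parental CHO cells · Reagent – ATP stimulus · Detection – intracellular calcium via Fluo-8 no-wash fluorescent dye · Evaluation – percent inhibition of ATP-evoked calcium rise, normalized to controls · Controls – ATP wells versus no-ATP DMSO wells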
CHO-K1 Ca PAM = nonselective calcium activators in parental CHO-K1 cells, primary screen, counter-screen for M1 PAM project, cell-based, Fluo-8 calcium fluorescence, full deck, 1536-well. 0.02% of 360,000 active. ATP EC20; 0% at ATP EC20, 100% at ATP max. activation, % at 3 µM;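 active = activation above the run cutoff, the mean activation of all test compounds plus 3 SD, cut at about 40% in these data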;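 also: peak over basal fluorescence ratio in a 140 s read after ATP addition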
TAAR1 antag = human TAAR1 antagonists, primary screen, Fluo-8 calcium fluorescence, CHO RD-HGA16 cells; antagonist; inhibition, % at 3 µM; 1.5% of 360,000 active; AID 624466, 2012;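 active = inhibition above a per-plate cutoff, the mean inhibition of test compounds on that plate plus 3 SD, cut at about 49% in these data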;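 also: 0% = DMSO plus EC80 beta-PEA response and 100% = DMSO alone without agonist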
Target sequence (Q96RJ0 whole entry, looked up): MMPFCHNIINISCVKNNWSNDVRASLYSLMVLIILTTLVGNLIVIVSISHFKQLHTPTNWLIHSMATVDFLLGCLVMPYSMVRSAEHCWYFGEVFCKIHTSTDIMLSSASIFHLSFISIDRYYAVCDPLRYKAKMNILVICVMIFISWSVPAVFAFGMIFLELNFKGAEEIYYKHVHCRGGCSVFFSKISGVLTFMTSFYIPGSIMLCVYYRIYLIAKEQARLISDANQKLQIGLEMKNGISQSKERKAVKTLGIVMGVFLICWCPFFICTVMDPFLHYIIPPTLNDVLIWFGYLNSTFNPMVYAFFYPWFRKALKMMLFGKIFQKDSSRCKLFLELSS
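Material: CHO RD-HGA16 cells bearing hTAAR1; compound dosing: one-point dosing, 3 µM nominal final; schedule: dye loading 75 min at 37 °C, then 30 min room temperature; measured by: calcium fluorescence with Fluo-8; control set: vehicle and agonist controls; replication: n of 1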
CHRM1 antagonist = human M1 muscarinic receptor antagonists, primary screen, CHO-K1 cells, Fluo-8 calcium fluorescence, 1536-well; Muscarinic acetylcholine receptor M1 (Homo sapiens), P11229; CHO-K1 hM1, ACh EC80 antagonist; inhibition, % at 3 µM; 1.3% of 360,000 active; AID 588852, 2011;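 active = percent inhibition above its own plate's cutoff, namely the mean of that plate's compound wells plus 3 SD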;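 also: peak over basal fluorescence ratio during 140 s after agonist addition; 0% = ACh EC80 plus DMSO and 100% = DMSO alone without agonist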
Target sequence (P11229 whole entry, looked up): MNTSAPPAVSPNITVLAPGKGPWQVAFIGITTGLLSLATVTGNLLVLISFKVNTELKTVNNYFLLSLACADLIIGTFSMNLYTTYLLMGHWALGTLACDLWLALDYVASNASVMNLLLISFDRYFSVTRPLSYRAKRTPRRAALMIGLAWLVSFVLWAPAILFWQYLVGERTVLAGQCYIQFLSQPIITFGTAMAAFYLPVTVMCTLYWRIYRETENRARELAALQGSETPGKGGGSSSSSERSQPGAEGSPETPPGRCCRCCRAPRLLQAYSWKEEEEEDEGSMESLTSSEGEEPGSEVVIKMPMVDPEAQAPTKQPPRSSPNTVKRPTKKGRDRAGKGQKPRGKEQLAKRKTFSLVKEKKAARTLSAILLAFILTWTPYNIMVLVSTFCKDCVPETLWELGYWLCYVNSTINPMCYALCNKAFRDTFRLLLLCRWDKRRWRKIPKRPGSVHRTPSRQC
M1 ag parental = counter-screen for M1 agonists: effect in parental CHO-K1 cells; activation, % at 3 µM; Fluo-8 calcium fluorescence; scaled to maximal ATP response, vehicle zero; 0.48% of 360,000 active; in the data active = activation above about 15%;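 also: untransfected CHO-K1 host cells lacking M1 receptor as counterscreen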
M1 PAM = human M1 muscarinic receptor positive allosteric modulators, primary screen, CHO-K1 cells, Fluo-8 calcium fluorescence, 1536-well; CHO-K1 hM1, ACh EC20; 0% = ACh EC20, 100% = maximal ACh; activation, % at 3 µM; 0.088% of 360,000 active; AID 588819, 2011; in the data active = activation above about 19%, passing the limit was not always enough
CHO-K1 Ca antag = nonselective inhibitor or artifact in parental CHO-K1 cells; ATP-induced calcium, Fluo-8 fluorescence; inhibition, % at 3 µM; 0.6% of 360,000 active;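 active = inhibition above a per-plate cutoff, the plate's mean sample inhibition plus 3 SD, cut at about 24% in these data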;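 also: 0% = DMSO plus EC80 ATP and 100% = DMSO alone without ATP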
TAAR1 agonist = human TAAR1 agonists, primary screen, Fluo-8 calcium fluorescence, CHO RD-HGA16 cells; activation, % at 3 µM; Trace amine-associated receptor 1 (Homo sapiens), Q96RJ0; 0.99% of 360,000 active; vehicle wells 0%, saturating PEA agonist 100%;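 active = activation above the mean activation of all test compounds in the run plus 3 SD, cut at about 38% in these data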
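Repeats: no replicates (n 1) | Material: CHO-derived RD-HGA16 cells with stable Gα16 and human TAAR1 | Technique: Kinetic Fluo-8 calcium fluorescence | Schedule: 17-24 h seeding, 75 min 37 °C dye, 30 min RT | Evaluation: % activation from peak over basal fluorescence ratio, DMSO-to-PEA scaled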
CHRM1 agonist = human M1 muscarinic receptor agonists, primary screen, Fluo-8 calcium fluorescence, CHO-K1 cells, HTS; CHO-K1 hM1, agonist mode; 0% DMSO, 100% acetylcholine EC100; Muscarinic acetylcholine receptor M1 (Homo sapiens), P11229; activation, % at 3 µM; 0.33% of 360,000 active;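 active = activation above the run's mean compound activation plus 3 SD, cut at about 16% in these data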;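 also: peak over basal fluorescence ratio within a 140 s kinetic read after compound addition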
The depositor's hits bear a star; / = no result given.

SMILES	CHO parental Ca	CHO-K1 Ca PAM	TAAR1 antag	CHRM1 antagonist	M1 ag parental	M1 PAM	CHO-K1 Ca antag	TAAR1 agonist	CHRM1 agonist
CCC(=O)Nc1sc(C(=O)Nc2ccccc2OC)c(C)c1C(=O)OC	-18	-1	4	-1	0.1	5	15	7	-4
O=C(COc1ccc(-c2ccccc2)cc1)N/N=C/c1ccccc1Br	1	22	17	-14	0.4	10	-14	0	-4
CCOc1ccc(C(C(=O)NC2CCCC2)N(CCOC)C(=O)CNC(=O)c2ccco2)cc1 (stereo not drawn)	-15	6	-4	6	-0.2	-3	-3	-2	-2
COCCNC(=S)N/N=C(\C)c1ccc(Cl)c(Cl)c1	-13	-7	5	13	-1.0	-4	20	0	-3
CCCn1c(CCNC(=O)c2cccs2)nc2ccccc21	-13	4	-1	26	5.9	-13	5	2	-3
Cc1cnc(NC(=O)c2nn(C)cc2[N+](=O)[O-])s1	/	-11	5	-4	-0.7	0	7	6	-2
O=C1NC[C@H](CCCCN2C[C@H](Cc3ccccc3)N(CC3CCCCC3)C(=O)C2=O)N(CCC2CCCCC2)C1=O	/	16	2	/	0.5	/	-18	0	/
O=C(CCN1CCCC1)Nc1ccc(Br)cc1	-7	5	5	-17	0.2	4	-1	0	-5
COc1ccc(S(=O)(=O)Oc2cccc(C(=S)N3CCOCC3)c2)cc1	-6	19	14	-20	4.3	12	3	0	1
CCc1ccccc1Cn1c(=O)oc2cccnc21	12	-8	-6	-15	0.4	10	4	1	-6
COc1ccc2cc([C@H](C)C(=O)OCc3cn(CC(=O)c4ccc(O)cc4)nn3)ccc2c1	/	-1	4	7	4.1	-9	1	4	1
N#Cc1ccc(CN2CCN(C(=O)c3cccc(S(=O)(=O)N4CCCCCC4)c3)CC2)cc1	-23	-11	1	7	1.8	-4	15	3	-4
O=C(NC(c1ccc(F)cc1)c1ccc2ccccc2n1)C1CCN(CCOc2ccc(Cl)cc2)CC1 (stereo not drawn)	/	-6	34	-6	0.0	3	6	19	-6
CCCN(CC(=O)Nc1ccc(F)c(F)c1F)C(=O)C1=COCCO1	-9	3	-31	-1	0.9	5	0	6	-1
Cc1cccc(-n2c(SCC(=O)N3CC(=O)Nc4ccccc43)nc3ccccc3c2=O)c1	-18	22	8	16	4.8	-5	-7	20	3
Cc1[nH]c2ccccc2c1C(=O)CSc1ccccc1	-4	13	5	1	1.0	0	-4	1	-4
OCCN(Cc1ccccc1)CC(O)COc1ccc2c(c1)OCO2 (stereo not drawn)	-17	11	-8	-9	0.5	2	-2	1	-3
Cc1ccc(S(=O)(=O)N2CCOC2CNC(=O)C(=O)NCCc2ccc(S(N)(=O)=O)cc2)cc1 (stereo not drawn)	-4	23	-27	-23	-0.4	9	-19	3	-2
Cc1ccc2cc(CN(CCCN(C)C)C(=O)NCc3ccccc3)c(=O)[nH]c2c1C	5	-2	-10	-9	-0.5	7	8	-2	-5
Cc1cc(C(=O)Nc2nc3ccc(Cl)cc3s2)nn1C	-26	15	10	-13	1.5	6	-12	2	-2
CCOc1ccc(NC(=O)CN(C)C(=O)CN2C(=O)C3CC=CCC3C2=O)cc1OCC (stereo not drawn)	-10	18	-4	-7	1.6	9	-7	2	-1
Cc1cc(Nc2ccccc2)n(CCO)n1	-6	-1	12	4	-0.3	1	11	9	1
CCC(Oc1ccccc1)C(=O)Nc1ccc(S(=O)(=O)N2CCOCC2)cc1 (stereo not drawn)	-8	17	-2	-23	3.7	-1	-8	20	12
CC(C)(C)C(=O)Cn1c(=O)n(CC2CCCO2)c(=O)c2ccccc21 (stereo not drawn)	-17	-9	5	21	0.0	-10	4	-2	-1
Cc1ccc(NC(=O)N2CCCC2c2cccs2)cc1 (stereo not drawn)	-4	0	15	-5	0.2	5	-10	5	-3
Cn1c2c(c(O)c(-c3ccccc3)c1=O)C(=O)CC(C)(C)C2	-6	9	-1	-8	0.7	9	-8	0	-3
COc1ccc(-c2cn(CCO)c(CCN)n2)cc1	7	6	-1	10	0.2	-3	0	4	-3
O=C1CNC(=S)N1CCc1ccccc1Cl	-10	11	-43	-27	1.1	17	-9	18	-3
CCN1C(=O)/C(=c2\sc3nc(=O)c(Cc4ccccc4)nn3c2=O)c2ccccc21	-6	9	-21	0	4.0	3	0	0	1
CN(CC(=O)Nc1ccc(F)cc1)C(=O)c1ccc(-c2ccc(Cl)cc2)o1	-22	7	4	-9	1.5	5	-7	4	-1
COC(=O)C1=C(C(=O)OC)C(C(=O)OC)N2C=CC=CC2=C1C(=O)OC (stereo not drawn)	/	15	-4	-9	0.7	6	-4	0	-2
COCCCN1C(=O)c2ccc(C(=O)OCC(=O)NCc3ccccc3OC)cc2C1=O	-16	15	-24	-4	0.8	5	-7	0	-1
COCc1c(C(=O)N2CCN(Cc3ccc4c(c3)OCO4)CC2)oc2ccccc12	-14	7	8	-9	1.9	6	-10	-2	-5
O=C(NNC(=O)C1CC=CCC1)c1ccccc1Cl (stereo not drawn)	/	7	-5	-14	0.1	15	5	3	2
CC1(C(=O)Nc2ccc3c(c2)OCO3)CC1(Cl)Cl (stereo not drawn)	1	11	-1	-19	0.7	17	-6	0	-4
CC(C)CCNC(=O)C(=O)NCCC1=CCCCC1	0	21	-8	-8	0.9	6	-2	2	-15
CCOc1ccc(NC(=O)CSc2nc(=O)n(Cc3ccccn3)c3c2CCC3)cc1	-25	4	-19	-3	-0.8	4	-5	-3	-4
CN1CCN(C(=O)C2=C[C@@H](c3ccc(C(F)(F)F)cc3)C[C@@H](OCc3ccc(CO)cc3)O2)CC1	-18	18	27	-4	2.3	9	-16	2	-9
C[n+]1ccccc1/C=C/c1ccc2ncccc2c1	/	10	-6	5	1.2	-2	-4	1	-9
Cc1cccc(C)c1OCc1cc(C(=O)N2CCN(c3ccccc3)CC2C)no1 (stereo not drawn)	-13	9	22	2	-0.6	-2	-14	-1	-4
Cn1cc(/C=C/C(=O)N2CCCC(C(=O)c3ccc(C(C)(C)C)cc3)C2)cn1 (stereo not drawn)	-10	6	-18	6	1.8	1	-12	1	-3
O=C(Cc1ccccc1F)Nc1cccc(S(=O)(=O)N2CCCCC2)c1	/	1	8	5	5.0	-11	-2	5	4
Clc1cccc(CNc2nc(-c3cccnc3)nc3ccccc23)c1	/	-2	45	22	1.7	-20	-5	6	-10
CCN(CC)CC(=O)NCC1(c2ccccc2)CCOCC1	1	2	-7	-8	-0.1	3	2	10	-3
COc1ccc(NC(=O)COC(=O)Cn2nnc3ccccc32)cc1	11	-5	-1	-3	-0.4	8	0	0	-1
Cc1cc(NC(=O)CSc2nnc3c(C)cc4ccccc4n23)no1	-4	9	-3	4	0.6	-1	-16	6	-5
CCCn1c(C)cc(C(=O)CN2C(=O)NC3(CCCCCC3)C2=O)c1C	/	-1	-17	-6	-0.4	-5	-4	0	-7
N/C(=N\OC(=O)CCC1CCCCC1)c1cccnc1	0	22	-3	-9	1.0	5	-10	13	-4
Fc1cccc(CN2CCC(Cc3ccccc3)CC2)c1	-15	22	-5	-13	1.2	1	-9	0	-9
COc1ccc(Cl)cc1NC(=O)CSc1nc2sccc2c(=O)[nH]1	-18	2	-27	-6	3.8	10	1	9	-3

The list goes on.
SMILES	CHO parental Ca	CHO-K1 Ca PAM	TAAR1 antag	CHRM1 antagonist	M1 ag parental	M1 PAM	CHO-K1 Ca antag	TAAR1 agonist	CHRM1 agonist
Cc1ccc(-c2nnc(SCC(=O)NNC(=O)COc3ccccc3C)n2C)cc1	-15	30	-13	-10	-0.6	11	-23	2	-7
CSc1nc(N)nc2c1ncn2CC(=O)NCCCN1CCCC1=O	2	-5	-1	3	-0.4	3	0	4	0
O=C(c1ccc(Cl)cc1)c1c[nH]c(C(=O)NNc2cccc(Cl)n2)c1	11	4	14	1	0.2	3	12	3	-3
Cc1cc(C(=O)Nc2ccc(C#N)cc2)on1	/	-8	-7	-4	1.7	1	-12	1	-4
O=C(Nc1cccc(C(=O)N2CCCC2)c1)c1ccccc1Cl	-3	2	13	7	0.0	2	-9	2	0
CN1CCC(N(C)S(=O)(=O)c2ccc(NC(=O)COc3ccc(Cl)cc3)cc2)CC1	-2	-15	11	21	6.9	-11	5	35	0

Among those listed so far, 7 have an aryl thioether with sulfur outside any ring.
SMILES	CHO parental Ca	CHO-K1 Ca PAM	TAAR1 antag	CHRM1 antagonist	M1 ag parental	M1 PAM	CHO-K1 Ca antag	TAAR1 agonist	CHRM1 agonist
Cc1cccc(-n2c(SCC(=O)N3CC(=O)Nc4ccccc43)nc3ccccc3c2=O)c1	-18	22	8	16	4.8	-5	-7	20	3
Cc1[nH]c2ccccc2c1C(=O)CSc1ccccc1	-4	13	5	1	1.0	0	-4	1	-4
CCOc1ccc(NC(=O)CSc2nc(=O)n(Cc3ccccn3)c3c2CCC3)cc1	-25	4	-19	-3	-0.8	4	-5	-3	-4
Cc1cc(NC(=O)CSc2nnc3c(C)cc4ccccc4n23)no1	-4	9	-3	4	0.6	-1	-16	6	-5
COc1ccc(Cl)cc1NC(=O)CSc1nc2sccc2c(=O)[nH]1	-18	2	-27	-6	3.8	10	1	9	-3
Cc1ccc(-c2nnc(SCC(=O)NNC(=O)COc3ccccc3C)n2C)cc1	-15	30	-13	-10	-0.6	11	-23	2	-7
CSc1nc(N)nc2c1ncn2CC(=O)NCCCN1CCCC1=O	2	-5	-1	3	-0.4	3	0	4	0

Screens: PubChem, The Scripps Research Institute Molecular Screening Center
